# Screening data deposited in PubChem by Broad Institute.
# U2OS ROS induce – inducers of reactive oxygen species in cancer cells. 46,000 compounds, 2% hits. ROS induction (% of piperlongumine), % at 10 µM. U2OS ROS induction, H2DCF-DA fluorescence; in the data active = ROS induction above about 79%, passing the limit was not always enough; inconclusive = no clear call, values can overlap the other calls;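 note: 0% = DMSO vehicle median and 100% = reference compound median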
# Numbers without * were called inactive; ? = inconclusive.
SMILES,U2OS ROS induce
O=C(O)C1C2C=CC(C2)C1C(=O)Nc1nc2ccc(Br)cc2s1 (stereo unspecified),2.3
O=C(O)c1cn(C2CC2)c2cc(N3CCNCC3)c(F)cc2c1=O,0.0
CN(C)c1nc(OC(C(F)(F)F)C(F)(F)F)nc(N(c2ccccc2)c2ccccc2)n1,11.8
C[C@@H]1CN([C@@H](C)CO)C(=O)c2cccc(NC(=O)Nc3ccc(F)cc3)c2O[C@H]1CN(C)Cc1ccncc1,-1.2
CC1(C)N=C(c2ccccc2)C(=O)N1CC(=O)Nc1ccccc1,-0.9
NS(=O)(=O)c1ccc(CCNC(=O)c2ccc(Cn3c(=O)[nH]c4ccccc4c3=O)cc2)cc1,1.6
COc1ccc(S(=O)(=O)N[C@@H]2CCCN(Cc3ccc(OCCO)cc3)C2)cc1,8.0
Nc1nc(C2COc3ccccc3O2)ncc1S(=O)(=O)c1ccccc1 (stereo unspecified),-17.0
C[C@H](CO)N1C[C@H](C)[C@@H](CN(C)Cc2ccc(Oc3ccccc3)cc2)Oc2c(NC(=O)Nc3ccc(F)cc3)cccc2C1=O,82.0*
C[C@H](CO)N1C[C@H](C)[C@@H](CN(C)S(C)(=O)=O)Oc2c(NC(=O)Nc3cccc4ccccc34)cccc2C1=O,16.3
Cc1noc(C)c1NC(=O)Nc1cccc2c1O[C@@H](CN(C)C(=O)Nc1ccc3c(c1)OCO3)[C@@H](C)CN([C@H](C)CO)C2=O,-4.0
N#Cc1c(-c2cccs2)c2c([nH]c1=S)CCCC2,27.7
Cc1cccc(NC(=O)CC(C(=O)O)N2CCOCC2)c1 (stereo unspecified),-5.8
COc1ccc(Nc2nc3c(C)cccn3c(=O)c2C=NCc2ccccc2)cc1,-0.6
C[C@H]1CN([C@@H](C)CO)C(=O)CCCn2cc(nn2)CO[C@H]1CN(C)C(=O)Nc1cccc2ccccc12,21.5
C[C@H](CO)N1C[C@H](C)[C@H](CN(C)CC2CCCCC2)Oc2ccc(NS(=O)(=O)c3cn(C)cn3)cc2CC1=O,3.7
Cc1ccc(S(=O)(=O)Nc2cccc3c2O[C@@H](CN(C)S(=O)(=O)c2ccc(Cl)cc2)[C@@H](C)CN([C@H](C)CO)C3=O)cc1,-10.0
COc1ccc(NC(=O)C(C)NS(=O)(=O)c2ccccc2)cc1Cl (stereo unspecified),-16.8
C[C@H](CO)N1C[C@H](C)[C@@H](CN(C)S(=O)(=O)c2ccc(F)cc2)Oc2ccc(NC(=O)CCC(F)(F)F)cc2C1=O,-14.8
Cc1noc(C)c1S(=O)(=O)Nc1ccc2c(c1)C(=O)N([C@@H](C)CO)C[C@@H](C)[C@@H](CN(C)Cc1ccc(-c3ccccc3)cc1)O2,11.1
CCC(Sc1nc2c(sc3ccccc32)c(=O)n1CCc1ccccc1)C(=O)N1CCOCC1 (stereo unspecified),?
CNC[C@@H]1Oc2ccc(NS(=O)(=O)c3cccs3)cc2CC(=O)N([C@H](C)CO)C[C@H]1C,-4.2
CCc1cccc(OCC(=O)Nc2cc([N+](=O)[O-])ccc2O)c1,-3.3
CCn1c(SCC(=O)Nc2ccccc2C)nc2ccc(I)cc2c1=O,31.6
C[C@@H]1CN([C@@H](C)CO)C(=O)c2cccc(NC(=O)c3ccncc3)c2O[C@@H]1CN(C)Cc1ccc(Oc2ccccc2)cc1,3.4
SMILES,U2OS ROS induce
O=C(O)CCc1ccc(-c2cccs2)n1-c1ccccc1C(F)(F)F,-2.6
C[C@@H]1CCCCO[C@H](CN(C)Cc2ccccc2)[C@@H](C)CN([C@H](C)CO)C(=O)c2cc(NC(=O)C3CCCCC3)ccc2O1,1.5
O=C(CCCCCCC(=O)Nc1ccccc1O)N/N=C/c1ccc(C(=O)O)cc1,-9.8
Cc1ccc2n1CCn1cc(-c3ccccc3)cc1-2,59.1
O=C(Nc1ccc(F)cc1)c1cc(N2CCN(c3ccc(F)cc3)CC2)nc2ccccc12,8.8
CC(C)c1c(O)ccc2c1CCC1C(C)(C)CCC[C@]21C (stereo partly specified),-24.4
COc1ccc(NC(=O)N(C)C[C@@H]2Oc3c(NS(=O)(=O)c4ccc(F)cc4)cccc3C(=O)N([C@H](C)CO)C[C@@H]2C)cc1,51.9
Cc1ccc(S(=O)(=O)Nc2ccc3c(c2)CC(=O)N([C@H](C)CO)C[C@@H](C)[C@@H](CN(C)CC2CCCCC2)O3)cc1,-9.3
CN1[C@@H]2CC[C@H]1CC(OC(=O)[C@H](CO)c1ccccc1)C2 (stereo partly specified),-8.2
O=P(CN(Cc1cccs1)CC1CCCO1)(c1ccccc1)c1ccccc1 (stereo unspecified),-3.8
C[C@H]1CN([C@@H](C)CO)C(=O)Cc2cc(NS(=O)(=O)c3cn(C)cn3)ccc2O[C@@H]1CN(C)C(=O)Nc1ccccc1,-5.5
C[C@H]1CN([C@@H](C)CO)C(=O)c2cccc(NC(=O)c3ccncc3)c2O[C@H]1CN(C)Cc1ccc2c(c1)OCO2,-3.7
Cc1ccc(-c2noc(CSc3nnc(C)n3-c3cccc(C)c3)n2)cc1,-1.7
Cc1ccc(S(=O)(=O)N(C)C[C@@H]2Oc3ccc(NC(=O)Cc4ccccc4)cc3CC(=O)N([C@H](C)CO)C[C@@H]2C)cc1,11.5
Cc1cccn2cc(-c3cccc(NS(=O)(=O)c4ccc(Cl)cc4)c3)nc12,9.6
CN(CC(=O)Nc1cccnc1)S(=O)(=O)c1ccc(Br)cc1,13.1
Cn1cccc1Cc1nnc(SCC(=O)N2CCc3ccccc32)n1CCc1ccccc1,29.8
COc1ccc(S(=O)(=O)Nc2ccc3c(c2)C(=O)N([C@H](C)CO)C[C@@H](C)[C@H](CN(C)S(=O)(=O)c2ccc(C)cc2)O3)cc1,-12.6
COc1ccc(S(=O)(=O)N2CCOCC2)cc1C(=O)NCCN1CCOCC1,-4.2
C[C@H]1CN([C@@H](C)CO)C(=O)c2cccc(NC(=O)C3CC3)c2O[C@H]1CN(C)C(=O)Nc1ccc(C(F)(F)F)cc1,2.3
Cc1ccc(CS(=O)(=O)CCC(=O)NC2CC2)cc1,-0.7
Cc1ccc(-c2csc3nnc(SCC(=O)Nc4ccc(Cl)cc4)n23)cc1,3.3
COc1cc(CC2COC(=O)C2(O)Cc2ccc(O)c(OC)c2)ccc1O (stereo unspecified),12.5
C[C@@H]1CN([C@H](C)CO)C(=O)c2cc(NC(=O)Nc3ccc(F)cc3)ccc2O[C@H]1CN(C)Cc1ccc(C(=O)O)cc1,15.3
C[C@@H]1CN([C@H](C)CO)C(=O)c2cc(NS(=O)(=O)c3cn(C)cn3)ccc2O[C@H]1CN(C)CC1CCCCC1,-8.3
SMILES,U2OS ROS induce
O=C(NCc1ccccc1)C1CCCN(C(=O)N2CCOc3ccccc32)C1 (stereo unspecified),-17.8
C[C@@H]1CCCCO[C@@H](CN(C)S(=O)(=O)c2cccs2)[C@@H](C)CN([C@H](C)CO)C(=O)c2cc(N(C)C)ccc2O1,49.2
Cc1cccn2cc(CNC(=O)c3ccccc3)nc12,-3.8
Cn1c(SCC(=O)c2ccc(Cl)cc2)nnc1-c1ccncc1,-0.5
Cc1ccccc1-n1c(SCC(N)=O)nc2ccccc2c1=O,-3.4
C[C@H]1CN([C@@H](C)CO)C(=O)c2cc(NC(=O)CCC(F)(F)F)ccc2O[C@@H]1CN(C)Cc1ccncc1,-4.6
COc1ccc(NC(=O)CSc2nnc(-c3ccc(Cl)cc3)n2C)cc1,-0.6
O=C(CSc1nnc(-c2cccnc2)o1)c1ccc2c(c1)OCCO2,-1.5
CC(C)(C)OC(=O)N1CCN(C(=O)Nc2ccc(C(=O)O)cc2)CC1,11.0
O=C(COc1ccc(S(=O)(=O)N2CCCCC2)cc1)Nc1ccc2c(c1)OCCO2,7.9
C[C@H]1CN([C@@H](C)CO)C(=O)CCCn2nncc2CO[C@H]1CN(C)C(=O)Nc1cccc(C(F)(F)F)c1,9.9
C=C[C@@H](C)[C@@H](OC(=O)Nc1ccc(OC)cc1)c1ccc(OCCO)cc1,17.5
CCOc1ccccc1NC(=O)C(C)Oc1ccc(OC)cc1 (stereo unspecified),2.0
C[C@H](CO)N1C[C@H](C)[C@H](CN(C)S(=O)(=O)c2cn(C)cn2)Oc2ccc(NC(=O)Nc3ccc(F)cc3)cc2C1=O,-4.7
Cc1ccn2cc(CNC(=O)c3ccccc3)nc2c1,-12.4
C[C@H]1CN([C@@H](C)CO)C(=O)c2cc(NC(=O)Cc3ccccc3)ccc2O[C@H]1CN(C)C(=O)Nc1ccccc1,7.7
C[C@@H]1CN([C@H](C)CO)C(=O)Cc2cc(NC(=O)C3CC3)ccc2O[C@@H]1CN(C)Cc1ccc(Oc2ccccc2)cc1,65.6
CC1(C)CC(=O)C2=C(C1)N(c1ccccc1)C(=O)C2(NC(=O)c1cccnc1)C(F)(F)F (stereo unspecified),-2.2
O=[N+]([O-])c1ccccc1/C=C/CN1CCC(O)CC1,-2.9
CCOC(=O)c1ccc(CN(Cc2ccccc2C)S(=O)(=O)c2ccc3c(c2)OCCO3)cc1,73.2
C[C@H]1CN([C@@H](C)CO)C(=O)Cc2cc(N(C)C)ccc2O[C@H]1CN(C)C(=O)Nc1ccccc1,-6.3
CNC(=O)c1csc(Cc2c(Cl)sc3ccc(Cl)cc23)n1,-13.2
Nc1nnc(SCC(=O)Nc2ccc(F)c(F)c2F)s1,-2.6
C[C@H]1CN([C@@H](C)CO)C(=O)c2cc(NS(=O)(=O)c3cccs3)ccc2O[C@H]1CN(C)CC1CC1,1.6
O=C(CSc1nc2ccccc2c(=O)n1Cc1ccco1)c1ccccc1,52.6

# A draw from above in order of count of non-hydrogen atoms, rising:
SMILES,U2OS ROS induce
O=[N+]([O-])c1ccccc1/C=C/CN1CCC(O)CC1,-2.9
Cc1cccn2cc(CNC(=O)c3ccccc3)nc12,-3.8
CN1[C@@H]2CC[C@H]1CC(OC(=O)[C@H](CO)c1ccccc1)C2 (stereo partly specified),-8.2
COc1cc(CC2COC(=O)C2(O)Cc2ccc(O)c(OC)c2)ccc1O (stereo unspecified),12.5
O=P(CN(Cc1cccs1)CC1CCCO1)(c1ccccc1)c1ccccc1 (stereo unspecified),-3.8
COc1ccc(S(=O)(=O)N[C@@H]2CCCN(Cc3ccc(OCCO)cc3)C2)cc1,8.0
O=C(CCCCCCC(=O)Nc1ccccc1O)N/N=C/c1ccc(C(=O)O)cc1,-9.8
CC1(C)CC(=O)C2=C(C1)N(c1ccccc1)C(=O)C2(NC(=O)c1cccnc1)C(F)(F)F (stereo unspecified),-2.2
O=C(Nc1ccc(F)cc1)c1cc(N2CCN(c3ccc(F)cc3)CC2)nc2ccccc12,8.8
CCOC(=O)c1ccc(CN(Cc2ccccc2C)S(=O)(=O)c2ccc3c(c2)OCCO3)cc1,73.2
C[C@H]1CN([C@@H](C)CO)C(=O)c2cc(NC(=O)CCC(F)(F)F)ccc2O[C@@H]1CN(C)Cc1ccncc1,-4.6
C[C@H](CO)N1C[C@H](C)[C@@H](CN(C)S(C)(=O)=O)Oc2c(NC(=O)Nc3cccc4ccccc34)cccc2C1=O,16.3
C[C@@H]1CN([C@H](C)CO)C(=O)Cc2cc(NC(=O)C3CC3)ccc2O[C@@H]1CN(C)Cc1ccc(Oc2ccccc2)cc1,65.6
C[C@H](CO)N1C[C@H](C)[C@@H](CN(C)Cc2ccc(Oc3ccccc3)cc2)Oc2c(NC(=O)Nc3ccc(F)cc3)cccc2C1=O,82.0*

# Carrying on.
SMILES,U2OS ROS induce
CC1CC(=O)N(c2cc(C(F)(F)F)cc(C(F)(F)F)c2)C1=O (stereo unspecified),-11.0
Cn1c(SCC(=O)c2ccc(F)cc2)nnc1-c1ccco1,-19.9
CCCc1ccc(O)c(N)c1,5.7
CN(C)/C=N/n1cnc2sc3c(c2c1=O)CCCC3,7.9
C[C@@H]1CCCCO[C@H](CN(C)C(=O)CCC(F)(F)F)[C@@H](C)CN([C@H](C)CO)C(=O)c2cc(NC(=O)Cc3ccccc3)ccc2O1,0.7
C[C@H]1CN([C@@H](C)CO)C(=O)c2cccc(NC(=O)NC3CCCCC3)c2O[C@@H]1CN(C)Cc1ccccc1,12.9
Cc1ccc(-c2nn(CCC(=O)Nc3cccc(Cl)c3)c(=O)c3ccccc23)cc1,13.0
O=S(=O)(c1ccccc1)c1nc(N2CCCc3ccccc32)sc1Cl,-7.7
C[C@@H]1CN([C@@H](C)CO)C(=O)c2cc(NC(=O)CCCCCC(=O)Nc3ccccc3N)ccc2O[C@H]1CN(C)S(=O)(=O)c1ccc(Cl)cc1,2.0
C(=N\C(/N=C/c1ccccc1)c1ccccc1)/c1ccccc1,4.9
C[C@@H]1CN([C@@H](C)CO)C(=O)Cc2cc(NC(=O)Cc3cn(C)c4ccccc34)ccc2O[C@@H]1CN(C)C(=O)Nc1ccc2c(c1)OCO2,-2.6
O=C(O)c1cccc(NCc2cccnc2)c1,-3.6
Cc1noc(C)c1NC(=O)N(C)C[C@H]1Oc2c(NS(C)(=O)=O)cccc2C(=O)N([C@H](C)CO)C[C@@H]1C,-5.1
C[C@@H]1CN([C@@H](C)CO)C(=O)Cc2cc(NC(=O)Nc3ccc4c(c3)OCO4)ccc2O[C@@H]1CN(C)CC1CC1,-6.9
COc1ccc(Cl)cc1Nc1nc(N)nc(-c2oc3ccccc3c2C)n1,-2.0
C[C@H](CO)N1C[C@H](C)[C@@H](CN(C)C(=O)Nc2cccc3ccccc23)Oc2ccc(NC(=O)CCN3CCOCC3)cc2C1=O,34.7
CC(C)NC(=O)Nc1ccc2c(c1)C(=O)N([C@@H](C)CO)C[C@@H](C)[C@@H](CN(C)C(=O)Nc1ccccc1)O2,-6.9
O=C1C(=O)N(CCn2c3ccccc3c3nc4ccccc4nc32)c2ccccc21,?
c1ccc(C2C3=C(Nc4ncnn42)c2ccccc2CCC3)cc1 (stereo unspecified),21.3
CC(C)NC(=O)N(C)C[C@H]1Oc2ccc(NC(=O)c3ccncc3)cc2C(=O)N([C@H](C)CO)C[C@@H]1C,-6.4
CCOC(=O)C1=NN(c2ccc(OC)cc2)C(c2ccccc2)CC1=O (stereo unspecified),-0.4
Cc1ccc(C2C(C(=O)c3sc(-c4ccccc4)nc3C)C(=O)C(=O)N2CCN(C)C)o1 (stereo unspecified),-5.7
Cc1cc(C)c(Cn2c(CCCO)nc3ccccc32)c(C)c1,7.8
C[C@H]1CN([C@@H](C)CO)C(=O)Cc2cc(NC(=O)Nc3ccc(C(F)(F)F)cc3)ccc2O[C@H]1CN(C)Cc1ccc(C(F)(F)F)cc1,5.1

# A portion of the library; the hit share may differ from the screen's.
